PI4K2A inh – blocks human PI4K2A kinase activity; Q9BTU6; purified PI4K2A, ADP-Glo luminescence, 1 h; stronger effect = lower value; activity change, negative = inhibition, % at 76.9 µM; actives 0.13% (n = 420,000); AID 1346378; in the data active = activity change below about -50%; inconclusive = mostly about -30% to -49%;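 note: -100% = wells without enzyme as full effect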
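PI4K2A activity was measured by ADP-Glo luminescence: enzyme (4 ug/mL stock) and phosphatidylinositol (1.2 mM stock) in Tris pH 7.5/MgCl2/EGTA/Triton X-100 buffer were reacted with ATP (300 microM stock) for one hour at ambient temperature.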
Pin1 inh – blocks the human prolyl isomerase Pin1 | AID 504891 | Pin1 FP peptide displacement, HiFluor488, 10 min | actives 0.009% (n = 390,000) | Potency, µM (series often up to 115 µM), for the others: at the highest dose activity, negative = inhibition, hits mostly inhibitors; active = well fitted inhibition curve with a large enough effect in the polarisation, with a control signal flat, not every such curve was filed as active; inconclusive = small, poorly fitted or top-dose-only effect, or effect the other way, or a change in a side signal; inactive = no such curve, though single readings can be large or run the other way; the % refers to the polarisation; note: potency is the fitted concentration of half-maximal effect; % is set by controls: 0 for no effect and ±100 for the full control effect
Target sequence (Q13526 whole entry, looked up): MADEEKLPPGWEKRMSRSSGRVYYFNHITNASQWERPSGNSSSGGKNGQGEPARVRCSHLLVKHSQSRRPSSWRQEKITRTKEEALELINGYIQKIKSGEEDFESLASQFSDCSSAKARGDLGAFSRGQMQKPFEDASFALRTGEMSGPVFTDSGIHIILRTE
BAZ2B inh – inhibitors of human BAZ2B bromodomain. AID 504333. actives 4.4% (n = 360,000). Q9UIF8. Potency, µM (highest dose often 114 µM), for inactives: at the top dose activity change, negative = inhibition, usual class: inhibitors. AlphaScreen BAZ2B-H3K14Ac peptide displacement; note: potency is the fitted concentration of half-maximal effect; % is set by controls: 0 for no effect and ±100 for the full control effect; nearly all actives have a fitted effect of over 60% in size
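AlphaScreen displacement: compounds (up to 110uM) incubated 30 min at room temperature with a preformed 50 nM BAZ2B/50 nM biotinylated H3K14Ac peptide complex in PBS pH 7.4 with Tween-20. Donor and acceptor beads at 10 ug/mL final added, 20 min light-protected before reading.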
POLH inh – DNA polymerase eta (human) inhibition; recombinant Pol eta, fluorescent DNA replication assay; Potency, µM (doses to about 114 µM), inactives show top-dose activity change, negative = inhibition, hits mostly inhibitors; actives 1.2% (n = 390,000); AID 588591; note: potency is the fitted concentration of half-maximal effect; % is set by controls: 0 for no effect and ±100 for the full control effect
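Pol eta at 10 nM preincubated with compounds 15 min at room temperature; reaction started with fluorescent substrate (50 nM final) and read kinetically at 0 and 10 min.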
G9a inh – inhibitors of human histone lysine methyltransferase G9a; Potency, µM (titrated, usually from 102 µM), for the others: at the top dose activity, negative = inhibition, usual class: inhibitors; actives 8.8% (n = 350,000); G9a H3K9 monomethylation, AlphaScreen, 2 h; note: potency is the fitted concentration of half-maximal effect; % is set by controls: 0 for no effect and ±100 for the full control effect; nearly all actives have a fitted effect of over 75% in size
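Signal arises when biotinylated H3K9 peptide, once monomethylated, bridges streptavidin donor and antibody-captured acceptor beads. Enzyme at 20 nM was preincubated 15 min with test compounds; peptide 500 nM and SAM 20 uM then reacted for 2 h.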
GLS inhibitor – glutaminase GLS (human) inhibition. GLS enzymatic activity, qHTS titration. Potency, µM (highest dose often 45.5 µM), for the others: top-dose activity change, negative = inhibition, usual class: inhibitors. actives 0.21% (n = 410,000). AID 624170; note: potency is the fitted concentration of half-maximal effect; % is set by controls: 0 for no effect and ±100 for the full control effect
Target sequence (O94925 whole entry, looked up): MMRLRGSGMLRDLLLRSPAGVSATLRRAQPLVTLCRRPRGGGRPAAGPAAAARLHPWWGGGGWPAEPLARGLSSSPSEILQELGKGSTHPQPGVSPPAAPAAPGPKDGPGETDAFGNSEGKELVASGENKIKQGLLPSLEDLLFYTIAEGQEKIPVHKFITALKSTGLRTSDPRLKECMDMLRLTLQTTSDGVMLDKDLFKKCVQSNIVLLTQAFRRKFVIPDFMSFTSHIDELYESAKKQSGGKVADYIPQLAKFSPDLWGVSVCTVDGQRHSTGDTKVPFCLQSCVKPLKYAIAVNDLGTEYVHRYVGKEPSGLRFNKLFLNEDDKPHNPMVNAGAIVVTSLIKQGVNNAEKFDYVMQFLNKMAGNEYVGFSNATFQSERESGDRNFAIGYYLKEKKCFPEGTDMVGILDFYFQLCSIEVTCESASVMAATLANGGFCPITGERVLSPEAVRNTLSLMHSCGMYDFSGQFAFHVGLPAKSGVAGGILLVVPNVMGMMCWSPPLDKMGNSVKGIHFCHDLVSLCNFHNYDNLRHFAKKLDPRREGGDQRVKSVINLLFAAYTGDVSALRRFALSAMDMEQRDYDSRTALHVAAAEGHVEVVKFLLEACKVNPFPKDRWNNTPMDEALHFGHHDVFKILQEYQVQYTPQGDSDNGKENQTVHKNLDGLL
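hKGA in 45 mM KH2PO4 (pH 8.2), 0.02% Tween-20 with compound, then 1mM L-Glutamine (stock as added) plus glutamate oxidase/HRP/Amplex red coupling mix. Fluorescence read initially and after 30 min at RT; signal change reflects glutamate formation.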
HP1b binding inh – inhibitors of HP1-beta chromodomain binding to methylated histone tails; actives 0.56% (n = 390,000); Potency, µM (top dose mostly 114 µM), without a hit: top-dose activity change, negative = inhibition, usual class: inhibitors; AlphaScreen HP1-beta / biotin-H3K9me3 peptide binding; P83916; note: potency is the fitted concentration of half-maximal effect; nearly all actives have a fitted effect of over 70% in size; inactives centre near 23
Target sequence (P83916 whole entry, looked up): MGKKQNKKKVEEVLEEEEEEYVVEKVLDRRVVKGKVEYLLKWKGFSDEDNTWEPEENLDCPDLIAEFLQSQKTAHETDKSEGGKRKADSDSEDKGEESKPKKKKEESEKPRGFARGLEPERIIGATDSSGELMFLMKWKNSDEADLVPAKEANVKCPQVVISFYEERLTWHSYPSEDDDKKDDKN
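AlphaScreen: HP1-beta (50 nM) preformed 30 min with biotin-H3(1-18)K9me3 peptide (50 nM) in PBS pH 7.4, 0.01% Tween-20. Compound added for 30 min at RT, then streptavidin donor/nickel chelate acceptor beads (10 ug/mL) for 30 min.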
PGK inhibitor – inhibitors of T. brucei phosphoglycerate kinase | Potency, µM (series often up to 57.5 µM), without a hit: at the highest dose activity change, negative = inhibition, actives largely listed as inhibitors | PGK/GAPDH coupled, Kinase-Glo luminescence, 60 min | AID 602233 | P07378 | actives 0.043% (n = 380,000); note: potency is the fitted concentration of half-maximal effect; % is set by controls: 0 for no effect and ±100 for the full control effect; nearly all actives have a fitted effect of over 60% in size
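Luminescent ATP detection (Kinase-Glo Plus) follows a 60-minute room-temperature incubation, with wells lacking PGK as controls. Buffer: 100 mM TEA (pH 7.6), 5 mM MgCl2, 0.01% Tween-20. Coupling enzyme GAPDH (100 nM final) supplies unstable 1,3-BPG in-well.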
JMJD2A Tudor – blocks the human JMJD2A Tudor domain | O75164 | AlphaScreen JMJD2A-Tudor / H3K4me3 peptide binding | actives 4.4% (n = 390,000) | Potency, µM (highest dose often 114 µM), inactives show at the highest dose activity change, negative = inhibition, usual class: inhibitors; note: potency is the fitted concentration of half-maximal effect; % is set by controls: 0 for no effect and ±100 for the full control effect; nearly all actives have a fitted effect of over 50% in size
The depositor's hits bear a star; i = inactive; u = inconclusive; x = no result given; & = joins results of further samples; [ ] = remark or other dose. Unless noted, calls come from the whole dose curve; as a rule, active = well fitted curve in the direction sought with a large enough effect; inconclusive = small, poorly fitted or top-dose-only effect, or another doubt; inactive = no such curve, though single readings can be large; an effect the other way counts as inactive or inconclusive.

SMILES | PI4K2A inh | Pin1 inh | BAZ2B inh | POLH inh | G9a inh | GLS inhibitor | HP1b binding inh | PGK inhibitor | JMJD2A Tudor
CC(C)CCN(CC(=O)NC1CCCC1)C(=O)C(=O)Nc1ccc2c(c1)OCCO2 | -3.5 | 0.8% | 2.9% | -5.3% | 8.4% | 39.3%[activator] | 22.1% | 6.5% | -6.9%
Cc1ccc2ccc3cccc4ccc1c2c34 | -0.6 | -0.5% | 343.4%[activator] | -21.6% | -2.6%[0.501 µM] | -0.4% | 376.7%[activator] | i | 216.6%[activator]
C=CCC[C@@H](Cc1ccc(F)cc1)C(=O)OC[C@@H](NC(=O)[C@@H](CC=C)CC(=O)N[C@H](CO)Cc1ccccc1)C(C)(C)C | -0.3 | 1.7% | x | -7.8% | x | 15.3% | 20.1% | -1.4% | -24.6%
Cc1nc(C(=O)NNC(=O)c2c(-c3c(Cl)cccc3Cl)noc2C)cs1 | -0.3 | -3.6% | 8.6% | -2.3% | 10.1% | -0.3% | 48.2%[activator] | -5.1% | -10.8%
CCCCOc1ccc(C(=O)C(CN2CCOCC2)c2ccccc2)cc1 (stereo not drawn) | 17.8 | 0.7% | -1.0% | -15.2% | 1.4%[59 µM] | 5.0% | 38.2% | 3.0% | -17.9%
O=c1c2c(nc3cc(-c4ccc(Br)cc4)[nH]n13)CCCC2 | 1.9 | -3.5% | -32.7% | 11.6% | 3.1% | 0.0% | 40.2%[activator] | 5.0% | -2.4%
CCOC(=O)C(CC)Sc1nc2c(cnn2-c2ccccc2)c(=O)[nH]1 (stereo not drawn) | 4.9 | 9.1% | 10.3% | -5.7% | 8.7% | 2.5% | 12.0% | i | -11.3%
CCOC(=O)c1ccc(NC(=O)c2nc[nH]c2C(=O)NCC(=O)OC(C)(C)C)cc1 | -2.1 | 2.2% | -0.9% | -6.9% | -2.1%[12.7 µM] | 2.8% | 25.7% | -6.7% | -28.9%
COc1ccccc1-c1nc(C#N)c(N2CCN(Cc3ccccc3)CC2)o1 | -5.6 | 0.3% | 28.2µM* | -23.0% | u | -11.9% | 14.1µM* | -8.0% | u
O=C(C1CCCN(Cc2cc(Br)ccc2O)C1)N1CCCCC1 (stereo not drawn) | 5.6 | -2.8% | 50.1µM* | -11.9% | 25.1µM* | -13.3% | -7.4% | 1.7% | 7.94µM*
Oc1ccccc1-c1nc(/C=C/c2ccccc2)nn1-c1ccccc1 | 3.0&5.7 | 1.3%&-0.1% | 10.4%&36.0% | u | 34.4%&23.5%[activator][59 µM] | -9.6%&20.3% | 80.2%&56.2%[activator] | -0.5% | 25.1%&4.2%
Cc1ccc(Cn2nnnc2CN2CCC(NC(=O)c3ccc(Br)cc3)CC2)cc1 | 1.6 | 7.1% | -0.4% | -13.4% | -7.6%[59 µM] | 1.8% | 36.6% | -0.1% | -15.8%
CCCc1cc(=O)[nH]c(SCC(=O)N2CCOCC2)n1 | -0.4 | u | -1.2% | 7.1% | u | -2.6% | 8.1% | 1.3% | -5.1%
O=C(CNC(=O)c1ccccc1F)Nc1ccncc1 | 0.6 | -5.8% | -4.0% | -5.0% | -0.8% | -1.3% | 43.9%[activator] | -6.1% | -12.5%
Nc1cc(-c2ccccc2)nn1Cc1ccc(Cl)cc1 | -8.0 | 8.3% | u | -33.8% | u | 6.7% | -2.3% | -2.1% | -15.6%
CCC(CC)c1nnc(NC(=O)c2c(C)nn(Cc3ccccc3Cl)c2C)s1 | -5.3 | -1.6% | -25.0% | -16.4% | 6.2%[2.33 µM] | -25.9% | 24.4% | -1.9% | -25.4%
CC(C)(C)C(=O)NC1=NN(c2c(Cl)cc(Cl)cc2Cl)C(=O)C1 | -9.1 | -2.9% | -3.8% | -0.1% | 0.6% | 13.3% | 27.9% | -1.1% | -24.5%
CCCCNC(=O)OCCSCCS(=O)(=O)c1ccc(Cl)cc1 | -0.2 | 0.9% | 6.1% | -13.7% | x | -3.4% | 15.6% | -12.0% | 5.1%
COc1cccc(NC(=O)Cn2c(=O)n(CCC(=O)NCc3ccccc3OC)c(=O)c3ccccc32)c1 | 4.2 | 6.0% | -32.8% | 3.6% | -8.2%[59 µM] | 1.0% | 7.5% | -0.2% | -10.9%
CCn1c(SCC(=O)NCc2ccco2)nnc1-c1c[nH]c2ccccc12 | 0.7 | 4.2% | -28.3% | -14.1% | 5.6%[2.33 µM] | -6.9% | 8.6% | 2.4% | -19.7%
Brc1cccc(-c2nnc3sc(CNC4CCCC4)cn23)c1 | 5.4 | -3.8% | -6.4% | -4.3% | u | -3.8% | 74.2%[activator] | i | -4.8%
CS(=O)(=O)N1CCC(C(=O)N2CCN(c3ccccc3F)CC2)CC1 | 0.0 | -7.6% | -1.3% | -19.5% | 2.0%[59 µM] | 1.6% | -12.2% | -3.4% | u
Cc1ccc(-c2noc(-c3ccc(N4CCCCC4)c([N+](=O)[O-])c3)n2)cc1 | 5.1 | -6.2% | -14.5% | -1.4% | -24.4%[59 µM] | -11.0% | 9.7% | -3.2% | -22.8%
CN(C(=O)C1CCN(S(=O)(=O)c2ccccc2)CC1)c1c(N)n(Cc2ccccc2)c(=O)[nH]c1=O | -2.9 | -2.5% | -9.9% | -10.8% | u | -2.5% | 18.7% | i | -6.2%
CNc1nnc(SCC(=O)c2c(N)n(C3CC3)c(=O)[nH]c2=O)s1 | 0.1 | -2.7% | 10.6% | -9.5% | 44.7µM* | -2.4% | 9.1% | -9.8% | -9.9%
O=C(NCC(c1cccs1)S(=O)(=O)c1ccccc1)c1ccc(C(F)(F)F)cc1 (stereo not drawn) | 3.4 | 5.4% | 3.7% | -17.9% | -6.8%[59 µM] | 1.3% | 22.8%[57 µM] | -0.9% | -13.2%
Nc1ncc([N+](=O)[O-])c(Oc2ccccc2F)n1 | -5.5 | -7.8% | 0.6% | 6.5% | 13.6% | -1.2% | 42.2%[activator] | -5.5% | -7.0%
OCCN1CCN(C(c2ccc(Cl)cc2Cl)c2sc3nc(-c4ccco4)nn3c2O)CC1 (stereo not drawn) | -0.1 | -6.0% | -17.8% | -19.4% | u | 7.1% | 27.5% | 5.9% | -14.9%
Cc1cc(Cl)ccc1NC(=O)COC(=O)c1c(C)noc1C | -2.3 | 1.1% | -21.4% | -4.5% | -14.2%[12.7 µM] | -7.1% | 31.8% | -0.3% | -3.7%
C#C[C@]1(O)CC[C@H]2[C@@H]3CCC4=C(CCC(=O)C4)[C@H]3CC[C@@]21C | 1.5 | 0.7% | u | -11.0% | -12.6% | -1.0% | 11.6% | 6.5% | -12.4%
CCOC(=O)C1CCN(CC(=O)Nc2c(C(=O)OC)n(C)c3cccc(C)c23)CC1 | 1.6 | -2.6% | -21.9% | -14.8% | -17.1%[59 µM] | 11.0% | 34.2% | -1.4% | -15.6%
CN(c1ccccc1)S(=O)(=O)c1cc(C(=O)NCCCn2ccnc2)ccc1Cl | -0.2 | -0.1% | u | -15.9% | -9.1%[12.7 µM] | -4.6% | 9.7% | -2.7% | -35.2%
CN(C(=O)COC(=O)c1ccccc1Cc1ccccc1)c1c(N)n(Cc2ccccc2)c(=O)[nH]c1=O | 0.7 | 30.8%[activator] | 4.6% | 2.9% | 50.1µM* | 1.3% | 17.7% | -1.0% | -15.9%
COCCN1CCn2c(nc3cc([N+](=O)[O-])ccc32)C1 | -2.0 | -6.7% | -23.8% | 8.7% | 35.5µM* | 7.7% | 60.0%[activator] | i | -2.9%[11.4 µM]
C=C1[C@@H](O)[C@@H]2O[C@]3(CC[C@H](/C=C/[C@@H](C)[C@@H]4CC(C)=CC5(O[C@H](C[C@@](C)(O)C(=O)OC)CC[C@H]5O)O4)O3)CC[C@H]2O[C@@H]1[C@@H](O)C[C@H](C)[C@H]1OC2(CCCCO2)CC[C@H]1C (stereo partly drawn) | -1.6 | 1.8% | x | -5.2% | x | 22.5% | 16.0% | 1.7% | -16.7%
COc1ccc(-n2nc3ccc(NS(C)(=O)=O)cc3n2)cc1Cl | -5.4 | 6.7% | -3.8% | -10.0% | 19.1%[59 µM] | -12.1% | 46.5% | i | -16.4%[11.4 µM]
COCCN(C(=O)Cc1cccs1)C(C(=O)NCc1ccc(OC)cc1)c1ccc(C)cc1 (stereo not drawn) | -0.1 | 14.5% | -5.7% | -8.1% | u | 6.1% | 6.8% | -7.4% | -4.2%
O=C(O)c1ccc(/C=N/NC(=O)c2cc3ccccc3cc2O)cc1 | -7.4 | u | x | 22.4µM* | x | -22.1% | -5.8% | i | -28.6%

Quoted at random: three compounds from above, in no set order.
SMILES | PI4K2A inh | Pin1 inh | BAZ2B inh | POLH inh | G9a inh | GLS inhibitor | HP1b binding inh | PGK inhibitor | JMJD2A Tudor
C=C1[C@@H](O)[C@@H]2O[C@]3(CC[C@H](/C=C/[C@@H](C)[C@@H]4CC(C)=CC5(O[C@H](C[C@@](C)(O)C(=O)OC)CC[C@H]5O)O4)O3)CC[C@H]2O[C@@H]1[C@@H](O)C[C@H](C)[C@H]1OC2(CCCCO2)CC[C@H]1C (stereo partly drawn) | -1.6 | 1.8% | x | -5.2% | x | 22.5% | 16.0% | 1.7% | -16.7%
C#C[C@]1(O)CC[C@H]2[C@@H]3CCC4=C(CCC(=O)C4)[C@H]3CC[C@@]21C | 1.5 | 0.7% | u | -11.0% | -12.6% | -1.0% | 11.6% | 6.5% | -12.4%
CS(=O)(=O)N1CCC(C(=O)N2CCN(c3ccccc3F)CC2)CC1 | 0.0 | -7.6% | -1.3% | -19.5% | 2.0%[59 µM] | 1.6% | -12.2% | -3.4% | u

Only part of the results is shown. The share of hits here may be higher or lower than overall.
